# DDE Tn7 FP inh: DD(E)-Tn7 binding inhibition, primary FP screen | P02675 | FP displacement of FITC-Tn7 peptide from fibrin DD(E); 0% = median of compound wells per plate | inhibition, % at 8.3 µM | 0.13% of 370,000 active;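 active = inhibition above the mean of compounds falling within the control limits plus 3 SD of them, cut at about 14% in these data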;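 note: 0% = plate median of compound wells and 100% = 10 µM Aha-Tn7 peptide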
#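 Assay system: Fibrin-DD(E) protein isolated from polymerized human fibrin clots; read-out basis: percent inhibition; medium: Tris/NaCl/CaCl2 buffer, pH 7.8; signal: FP measurement; incubation: 10 min plus 3 h, room temperature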
# TDP2 absorb: blocks human TDP2 phosphodiesterase activity; recombinant TDP2, T5PNP hydrolysis, p-nitrophenol absorbance 415 nm; inhibition, % at 12.8 µM; 0.34% of 370,000 active; AID 720702;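 active = inhibition above the mean of all tested compounds plus 3 SD, set per campaign, cut at about 25% in these data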;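 note: 0% = DMSO with enzyme and 100% = buffer with substrate but no TDP2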
#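 Test system: human TDP2 enzyme; Input: 120 nM TDP2 per well; Buffer or medium: Mg2+-containing Tris-HCl buffer, pH 7.5; Reagent: 5 mM T5PNP; Dosing: 12.8 µM single point, 1% DMSO; Incubation: reaction 2 h, 37 °C; Detection: p-Nitrophenol epi absorbance; Read-out: % inhibition relative to enzyme-containing and enzyme-free wells; Replicates: single well per compound.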
# LEDGF integ inh: blocks HIV-1 LEDGF/p75-dependent DNA integration. TR-FRET IN-LEDGF/p75 DNA integration, Eu/Cy5. inhibition, % at 3.7 µM. 0.64% of 370,000 active. AID 743269;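 active = inhibition above the screen-wide mean plus 3 SD, cut at about 13% in these data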;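 note: signal is the Cy5 over europium emission ratio at 671 and 618 nm; 0% = plate median of compound wells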
# Tn6 DDE FP: disrupts Tn6 cyclic peptide binding to fibrin D-Dimer-E complex. P02675. Fibrin DD(E) TRITC-Tn6 fluorescence polarization displacement. inhibition, % at 8.3 µM. 0.21% of 370,000 active;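 active = inhibition above a per-campaign cutoff: mean of compounds within control limits plus 3 SD, cut at about 15% in these data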;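 note: 0% = median of all compound wells on the plate and 100% = blocking peptide control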
# PLCg1 inh: blocks human PLC-gamma1 enzyme activity; AID 720700; 0.84% of 370,000 active; P19174; inhibition, % at 12.2 µM; purified PLC-gamma1, fluorogenic substrate, fluorescence; in the data active = inhibition above about 9.5%
# ADAM10 inh: ADAM10 inhibition, QFRET primary screen; O14672; recombinant ADAM10, EDANS/DABCYL FRET peptide cleavage, 3 h; inhibition, % at 7 µM; 0.62% of 370,000 active; AID 720582;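 active = inhibition above a per-campaign cutoff equal to the mean of compounds falling between control-based bounds plus 3 SD, cut at about 20% in these data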;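 note: 0% = DMSO wells while the 100% control is not disclosed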
# Target sequence (O14672 214-748 limits assumed): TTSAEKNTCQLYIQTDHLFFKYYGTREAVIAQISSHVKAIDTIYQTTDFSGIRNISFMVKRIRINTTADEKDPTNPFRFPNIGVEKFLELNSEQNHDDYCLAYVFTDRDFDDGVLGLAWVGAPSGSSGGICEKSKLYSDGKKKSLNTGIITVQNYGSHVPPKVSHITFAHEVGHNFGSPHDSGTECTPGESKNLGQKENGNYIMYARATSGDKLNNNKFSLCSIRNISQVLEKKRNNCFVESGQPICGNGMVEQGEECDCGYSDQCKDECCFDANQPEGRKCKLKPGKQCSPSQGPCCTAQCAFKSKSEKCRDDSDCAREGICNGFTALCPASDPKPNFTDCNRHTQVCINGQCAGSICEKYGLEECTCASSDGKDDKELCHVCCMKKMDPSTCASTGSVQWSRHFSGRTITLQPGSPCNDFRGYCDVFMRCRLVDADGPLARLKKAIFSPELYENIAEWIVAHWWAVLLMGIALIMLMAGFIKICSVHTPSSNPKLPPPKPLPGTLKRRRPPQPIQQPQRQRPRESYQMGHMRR
# ARFGAP1 inhibitor: inhibitors of rat ARFGAP1 | Q62848 | Arfgap1-stimulated ARF1 GTP hydrolysis, GDP FP detection | inhibition, % at 16.5 µM | 0.26% of 360,000 active | AID 651572;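 active = inhibition above a per-plate limit, mean inhibition of low control wells plus 3 SD, cut at about 25% in these data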;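 note: 0% = DMSO wells with enzyme and 100% = wells lacking Arfgap1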
# Target sequence (Q62848 1-136 limits assumed): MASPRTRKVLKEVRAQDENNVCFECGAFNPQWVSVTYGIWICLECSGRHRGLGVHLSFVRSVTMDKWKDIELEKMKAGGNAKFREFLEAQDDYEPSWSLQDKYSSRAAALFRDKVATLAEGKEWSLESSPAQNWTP
#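 Assay system: purified rat His6-Arfgap1 residues 1-136 (GAP domain); Reagent: human Δ17 ARF1 bound to GTP; Dosing: 16.5 µM single point, 1.26% DMSO; Times: GTP hydrolysis reaction 2 h at 25 °C; Signal: FP, GDP Alexa 633 tracer displaced from anti-GDP antibody, 620/688 nm; Measure: % inhibition from polarization.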
# ASAP1 inh: blocks human ASAP1-stimulated Arf1 GTP hydrolysis; Q9ULH1; GDP FP detection; inhibition, % at 16.5 µM; 0.19% of 360,000 active; in the data active = inhibition above about 25%;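 note: 0% = vehicle with enzyme and substrate and 100% = no enzyme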
# ADAM17 inh: inhibits human ADAM17. P78536. recombinant ADAM17, EDANS/DABCYL FRET peptide cleavage. inhibition, % at 6.95 µM. 0.83% of 370,000 active. AID 720648;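 active = inhibition above the mean of compounds lying between control limits plus 3 SD, set per campaign, cut at about 8.5% in these data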;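 note: 0% = DMSO-only wells as the low control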
# KLK7 zymogen act: activators of human kallikrein-7 zymogen; P49862; activation, % at 7 µM; AID 652039; purified proKLK7, EDANS-DABCYL substrate fluorescence; 100% is mature enzyme control, 0% vehicle; 0.9% of 370,000 active;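 active = activation above the mean of all tested compounds plus 3 SD, computed per campaign excluding outliers beyond control limits, cut at about 13% in these data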
# Target sequence (P49862 whole entry, looked up): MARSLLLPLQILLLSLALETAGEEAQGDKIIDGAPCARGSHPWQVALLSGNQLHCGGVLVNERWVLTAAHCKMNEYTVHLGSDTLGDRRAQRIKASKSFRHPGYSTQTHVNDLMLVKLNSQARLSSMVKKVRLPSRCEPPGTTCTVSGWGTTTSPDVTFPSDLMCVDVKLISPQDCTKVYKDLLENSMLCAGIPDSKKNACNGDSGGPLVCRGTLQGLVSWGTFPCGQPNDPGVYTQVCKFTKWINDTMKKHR
# * hit, by the source's call; i = inactive; . = not tested or not shown.
SMILES,DDE Tn7 FP inh,TDP2 absorb,LEDGF integ inh,Tn6 DDE FP,PLCg1 inh,ADAM10 inh,ARFGAP1 inhibitor,ASAP1 inh,ADAM17 inh,KLK7 zymogen act
COc1ccc(OC)c(C2/C(=C(\O)c3ccc(OC)c(Cl)c3)C(=O)C(=O)N2CCN(C)C)c1 (stereo unspecified),-1,0,3,1,-1,-5,0,-3,-5,0.4
O=C(Nc1ccc(OCC(=O)N2CCN(S(=O)(=O)c3ccccc3)CC2)cc1)c1ccco1,4,14,0,2,-2,-1,7,0,-8,-0.4
O=C(CCNS(=O)(=O)c1ccc(F)c(Cl)c1)NCc1ccccc1F,1,0,5,3,-1,8,-13,5,2,0.1
Cc1cnc(CNC(=O)c2ccc3oc(Cc4ccc(Cl)cc4)nc3c2)cn1,2,11,1,-2,1,5,3,5,-4,0.1
NS(=O)(=O)c1cccc(NC(=O)COC(=O)Cc2ccc(Cl)cc2)c1,10,-3,10,-3,9,0,-1,7,2,-0.1
CCc1ccccc1NC(=O)CSc1nnc(-c2ccco2)n1N,0,-3,2,2,-2,-14,-3,-11,-5,0.1
CN(Cc1ccc2c(c1)OCCO2)C(=O)CSc1ncnc2sccc12,-8,0,-2,1,-3,-7,4,7,0,-0.9
COC(=O)C1=C(C)N(C)C(=NCc2ccc(OC)cc2)NC1c1ccccc1 (stereo unspecified),4,2,-1,3,1,-4,4,-3,-5,0.0
CCOc1ccccc1-n1c(SCC(=O)NC(C)CC)nnc1-c1ccoc1C (stereo unspecified),4,-17,-2,8,5,2,-13,-1,1,-55
COc1ccc(NC2CCCN(C(=O)c3cccc(C)n3)C2)cc1OC (stereo unspecified),-2,8,1,-3,-2,-7,3,-4,-2,0.8
O=C(NCC(=O)N(Cc1ccccc1)C(C(=O)NC1CCCC1)c1ccco1)c1ccco1 (stereo unspecified),4,11,2,-2,1,0,7,-3,-1,0.5
Cc1cc(N2C(=O)Cc3ccccc3C2=O)ccc1C(C)C,-3,-2,3,6,-9,-8,-2,0,-5,-0.1
CCOC(=O)N[C@@H](CC(C)C)C(=O)N1CCC[C@H]1C(=O)NCc1ccccc1,-2,-9,6,-5,2,2,-1,5,2,-0.1
Cc1ccc(S(=O)(=O)N2CCOCC2)cc1C(=O)NC1CCCCCC1,8,12,0,2,0,-4,-9,-7,-2,0.2
O=C(CN1C(=O)c2ccccc2C1=O)Nc1ccc(S(=O)(=O)NCC2CCCO2)cc1 (stereo unspecified),5,-1,0,8,-1,1,11,-5,-2,-0.7
Cc1cc(OCC(=O)N(Cc2ccco2)c2c(N)n(Cc3ccccc3)c(=O)[nH]c2=O)ccc1Cl,-5,6,0,-5,-6,-6,-1,-6,-2,-0.4
COc1ccc2[nH]c(=O)c(C(=O)O)cc2c1,0,17,-3,1,-232,i,-4,-8,-225,19*
OCC[C@@H]1C[C@H](O)[C@@H](O)[C@@]2(OCc3ccccc32)O1,-4,-2,2,-1,1,2,6,-6,1,0.5
CCCS(=O)(=O)NC(=O)C1(C)CCN1C(=O)Cc1ccc(Cl)cc1Cl (stereo unspecified),-6,-11,7,2,3,9,-6,-1,7,0.6
O=C(N/N=C/c1cccs1)c1cc(-c2ccncc2)nc2ccccc12,3,10,-4,3,-9,1,6,1,-1,-0.1
CC(C)(C)[C@H]1COC(=O)[C@@H](Cc2ccc(F)cc2)CC/C=C/C[C@@H](CC(=O)N[C@@H](CO)Cc2ccccc2)C(=O)N1,-1,-15,0,-2,2,9,6,-1,2,0.4
Cc1ccc2nc(C)cc(N/N=C/c3cccc(O)c3)c2c1,8,2,-1,5,-65,-272,1,-10,-118,1.5
Cc1cc(C(=O)CN2C(=O)NC(C)(c3cc(F)ccc3F)C2=O)c(C)n1C1CC1 (stereo unspecified),-2,2,4,-2,3,-10,4,-1,-6,1.3
Cc1cccc(C)c1NC(=O)CNC(=O)Cn1nc(C)c(C)c(C#N)c1=O,-5,2,1,2,-2,-10,3,-8,-9,0.4
Cn1c(N)c(C(=O)CSc2nc3ccccc3c(=O)n2Cc2ccccc2)c(=O)n(C)c1=O,-1,-11,4,5,11*,10,2,10,2,-0.6
# Continuation:
SMILES,DDE Tn7 FP inh,TDP2 absorb,LEDGF integ inh,Tn6 DDE FP,PLCg1 inh,ADAM10 inh,ARFGAP1 inhibitor,ASAP1 inh,ADAM17 inh,KLK7 zymogen act
Cc1cccc(NC(=O)CCC(=O)NCCO)c1,7,-3,-3,-4,2,-1,1,6,0,-0.1
CC(C)N1Cc2nnn(Cc3ccccc3)c2-c2cc(N3CCCC3)ccc2S1(=O)=O,-3,1,0,0,-40,-37,.,.,-7,-4.1
CC(=O)NNc1nc(-c2ccc(C)cc2)cs1,3,3,0,2,-98,-2,-4,2,2,-2.7
COc1cccc(C(=O)Nc2c(F)cccc2F)c1,3,2,2,2,1,1,-9,-6,-3,0.1
CCN(C(=O)c1cccc(Br)c1)C1CCS(=O)(=O)C1 (stereo unspecified),3,-7,0,3,5,-6,-3,3,-3,0.1
COc1cc(-c2nc(-c3ccc(NC(=O)c4ccc5c(c4)OCO5)cc3)no2)cc(OC)c1OC,3,-10,-3,1,1,5,2,11,-1,-5.3
CCCCCN1CCCCC(NC(=O)c2cccc(C(F)(F)F)c2)C1=O (stereo unspecified),3,16,-2,5,-2,-3,.,.,-2,-0.3
COCCn1c(CNc2ccc(F)cc2)nnc1SCC(=O)Nc1ccc(OC)cc1OC,-10,-9,-3,-10,3,4,0,17,-1,-0.2
COc1ccc(C(=O)N(CCc2ccccc2)Cc2cccs2)c(OC)c1,6,8,2,1,-2,5,2,4,-2,0.2
O=C(NCCS(=O)(=O)N1CCN(c2ccccc2F)CC1)c1cc(=O)c2ccccc2o1,-2,-12,-10,-2,1,-1,13,-23,-5,0.3
CC1CC(C)CN(S(=O)(=O)c2ccc3c(c2)CC(=O)N3)C1 (stereo unspecified),7,-6,0,8,0,-7,-15,-22,-2,-0.1
COC(=O)C1CN(C2CCCC2)CCS(=O)(=O)N1Cc1cn(Cc2ccc(F)cc2)nn1 (stereo unspecified),-7,-8,3,6,1,4,.,.,-1,0.1
Cc1ccc([C@@H]2CC(=O)[C@@H]3CN(S(=O)(=O)c4ccc(C)cc4)[C@H](c4ccc(Cl)cc4)C[C@@H]3N2S(=O)(=O)c2ccc(Cl)cc2)cc1,-5,-8,-4,-5,-1,-7,4,2,0,-1.0
Cc1cccc(C(=O)O/N=C(\N)c2ccc(Br)cc2)c1,-5,1,0,4,2,1,0,-5,0,0.3
COc1cc(NC(=O)Nc2cccc(C(C)=O)c2)cc(OC)c1OC,5,-8,2,-10,0,1,17,-1,-2,-0.4
Cc1cccc(N(Cc2cc3ccccc3[nH]c2=O)S(C)(=O)=O)c1,3,-1,-2,-4,-3,-21,-7,-2,-7,0.4
COc1ccc(CC2(CO)CCN(S(=O)(=O)c3c(C)nn(C)c3C)CC2)cc1,5,4,2,2,-1,-1,0,3,2,0.3
COc1cccc(OCC(=O)Nc2ccccc2C(N)=O)c1,0,1,6,1,-2,-10,-12,2,-5,-0.2
CCOC(=O)[C@@H]1[C@H]2COc3ccc(Br)cc3[C@H]2N2C(=O)N(c3ccc(C(F)(F)F)cc3)C(=O)[C@]12C,5,10,-1,-3,0,24*,-6,-5,5,0.1
CSc1nc(N2CCOCC2)c2c(c1C#N)CC(C(C)C)OC2 (stereo unspecified),1,-11,0,-6,-3,-4,-8,-5,-5,-0.6
Cc1[nH]c2ccccc2c1/C=C/c1cc[n+](C)cc1,-56,-11,-1,-9,-96,3,10,2,9.4*,0.8
CSCC[C@H](NC(=O)c1ccc(Cl)c(S(=O)(=O)N2CCCC2)c1)c1nc2ccccc2[nH]1,-1,4,0,4,1,9,11,-4,-1,-0.2
CCOc1ccccc1NC(=O)C1CCN(S(=O)(=O)c2ccc(OC)c(OC)c2)CC1,-4,6,2,-2,0,-1,1,7,1,0.5
Cc1ccc(NC(=O)C2COc3ccccc3O2)c(C)c1 (stereo unspecified),4,-9,-3,1,1,-6,-3,-12,-1,-0.4
CN(C)S(=O)(=O)c1ccc(N2CCCC2)c(C(=O)N2CCC(C(N)=O)CC2)c1,-5,13,1,0,3,-2,9,10,-2,-0.8

# Full records from above. Order of screens: DDE Tn7 FP inh, TDP2 absorb, LEDGF integ inh, Tn6 DDE FP, PLCg1 inh, ADAM10 inh, ARFGAP1 inhibitor, ASAP1 inh, ADAM17 inh, KLK7 zymogen act
# O=C(NCCS(=O)(=O)N1CCN(c2ccccc2F)CC1)c1cc(=O)c2ccccc2o1 is listed as -2, -12, -10, -2, 1, -1, 13, -23, -5, 0.3
# CC1CC(C)CN(S(=O)(=O)c2ccc3c(c2)CC(=O)N3)C1 (stereo unspecified) is listed as 7, -6, 0, 8, 0, -7, -15, -22, -2, -0.1

# Next structures:
SMILES,DDE Tn7 FP inh,TDP2 absorb,LEDGF integ inh,Tn6 DDE FP,PLCg1 inh,ADAM10 inh,ARFGAP1 inhibitor,ASAP1 inh,ADAM17 inh,KLK7 zymogen act
Cn1c(Cn2cnc(Cl)c2Cl)nc2ccccc21,7,1,-4,3,1,-1,0,-8,-6,-0.6
O=C1NC(Cc2ccccc2)c2nc3cc(F)ccc3c(=O)n2-c2ccccc21 (stereo unspecified),5,-17,-1,-3,11*,0,7,9,6,0.9
C/C(=N\NC(=O)c1ccc(N2CCCC2=O)cc1)c1ccncc1,-2,3,3,-8,0,2,7,2,0,0.4
CC1CCCC(NC(=O)CN2C(=O)COc3ccccc32)C1C (stereo unspecified),5,-1,2,3,3,-2,-5,-1,2,-0.9
Cc1nc2ccccc2n1-c1ccccc1,2,-7,-4,-4,4,1,-3,1,-2,-1.1
NS(=O)(=O)c1ccccc1NC(=O)c1c(O)c2ccccc2[nH]c1=O,-10,-14,5,8,4,4,13,6,3,0.4
CCOc1cc(CNCc2ccncc2)cc(Cl)c1OC,-3,13,-1,-2,0,1,8,8,3,-0.4
Cc1cc(C(=O)N2CCCC(N3CCN(c4cccc(Cl)c4)CC3)C2)no1 (stereo unspecified),4,-12,-6,2,-1,-2,-7,1,-1,0.4
COc1cc(COc2ccc(-c3nnco3)cc2)ccc1OC(F)F,-2,4,3,-3,3,5,5,-4,-2,0.1
COC(=O)c1cc(COC(=O)CNC(=O)c2ccc(Br)cc2)oc1C,-7,-3,-1,-6,-2,3,0,7,1,-1.1
